# From PubChem BioAssay
# Lamin A splicing = LMNA splicing modulation; HeLa LMNA splicing GFP/RFP minigene ratio, 48 h; 200,000 tested, 0.01% active; AID 1487; Potency, µM (titrated, usually from 46.1 µM), for the others: at the highest dose ratio change, negative = inhibition, actives largely listed as inhibitors; active = well fitted inhibition curve with a large enough effect in the signal ratio, with a control signal flat, not every such curve was filed as active; inconclusive = small, poorly fitted or top-dose-only effect, or effect the other way, or a change in a side signal; the % refers to the signal ratio; also: potency is read from the fitted curve at half-maximal effect; % is scaled to controls: 0 for no effect and ±100 for the full control effect
#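 S3 HeLa cells stably expressing lamin A-EGFP splicing minigene plus DsRed2, 600 cells/well, 48 h compound exposure at 37C. Laser-scanning cytometry; analysed as GFP (500-530 nm)/RFP (575-640 nm) total intensity ratio; 0.5% DMSO vehicle.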
# KinaseGlo FLuc = Kinase-Glo luciferase inhibition (counter-screen) | Q27757 | Kinase-Glo luciferase, ATP luminescence, 8 min | Potency, µM (series often up to 38.3 µM), for the others: top-dose activity change, negative = inhibition, hits mostly inhibitors | 200,000 tested, 0.28% active | AID 1379; also: potency is read from the fitted curve at half-maximal effect; % is scaled to controls: 0 for no effect and ±100 for the full control effect; nearly all actives have a fitted effect of over 60% in size
#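 Kinase-Glo luciferase light output from ATP and luciferin was measured with 10 uM ATP, within the enzyme's linear range. Buffer: 50 mM imidazole pH 7.2, 50 mM KCl, 7 mM MgCl2, 0.01% Tween 20, 0.05% BSA; luminescence read after 8 min at ambient temperature.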
# GLA spleen mod = inhibitors or activators of human alpha-galactosidase in spleen homogenate; human spleen homogenate, 4MU-alpha-Gal fluorescence, 40 min; 240,000 tested, 0.008% active; P06280; Potency, µM (highest dose often 80 µM), inactives show at the top dose activity change, negative = inhibition, hits mostly inhibitors;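 also: potency is read from the fitted curve at half-maximal effect; 0% = enzyme with vehicle and -100% = no enzyme basal signal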
#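 Fluorogenic readout (Ex 365/Em 440 nm) of 4-methylumbelliferone released from 1 mM 4-MU-alpha-galactoside by spleen homogenate, 40 min at 37C, pH 5.0. Data normalized to no-enzyme and enzyme controls; Hill-equation AC50 from compound titrations.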
# NPSR antagonist = neuropeptide S receptor (human) antagonism, cAMP; AID 1461; CHO-NPSR cells, cAMP TR-FRET, antagonist mode; Potency, µM (highest dose often 38.3 µM), without a hit: at the top dose activity change, negative = inhibition, actives largely listed as inhibitors; Q6W5P4; 220,000 tested, 1% active; also: potency is read from the fitted curve at half-maximal effect; % is scaled to controls: 0 for no effect and ±100 for the full control effect; nearly all actives have a fitted effect of over 50% in size; many of its hits are not listed in these tables
# Target sequence (Q6W5P4 whole entry, looked up): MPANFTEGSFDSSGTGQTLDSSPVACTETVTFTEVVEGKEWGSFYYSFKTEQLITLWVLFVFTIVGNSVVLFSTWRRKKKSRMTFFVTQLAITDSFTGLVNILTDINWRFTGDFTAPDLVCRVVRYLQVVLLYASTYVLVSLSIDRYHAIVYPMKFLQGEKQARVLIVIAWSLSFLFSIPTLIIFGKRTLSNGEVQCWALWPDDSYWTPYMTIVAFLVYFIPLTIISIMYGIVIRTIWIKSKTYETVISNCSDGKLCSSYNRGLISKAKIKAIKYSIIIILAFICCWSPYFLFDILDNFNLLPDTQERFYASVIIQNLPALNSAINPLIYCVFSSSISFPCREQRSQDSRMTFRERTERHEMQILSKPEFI
# IMPase Li cell = IMPase inhibition in cells with lithium potentiation | CHO-M1 cells, IP1 TR-FRET (IP-One), carbachol + lithium | Potency, µM (top dose mostly 59.4 µM), without a hit: top-dose activity, negative = IMPase inhibition, most hits filed as inhibitors | 210,000 tested, 0.35% active | AID 1457;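 also: IP1 builds up when IMPase is blocked and the TR-FRET signal falls; potency is read from the fitted curve at half-maximal effect; plate controls were basal vehicle for no effect and high inhibitor control for full effect; nearly all actives have a fitted effect of over 50% in size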
#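 CHO cells stably expressing M1 receptor (2000/well, cultured 16–30 h) treated 30 min at 37C with compound plus low lithium. Cytosolic IP1 by TR-FRET (665/620 ratio and 620 channel) after 10 min lysis; AC50 by Hill fit.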
# CBFb RUNX1 block = blocks binding between human CBF-beta and RUNX1; Q01196+Q13951; AlphaScreen CBFb-His/RUNX1-biotin binding, biochemical; Potency, µM (top dose mostly 59.8 µM), for the others: at the highest dose activity, negative = inhibition, actives largely listed as inhibitors; 230,000 tested, under 10 active; also: % of control where 0% means no effect
# Target sequence (Q01196 whole entry, looked up): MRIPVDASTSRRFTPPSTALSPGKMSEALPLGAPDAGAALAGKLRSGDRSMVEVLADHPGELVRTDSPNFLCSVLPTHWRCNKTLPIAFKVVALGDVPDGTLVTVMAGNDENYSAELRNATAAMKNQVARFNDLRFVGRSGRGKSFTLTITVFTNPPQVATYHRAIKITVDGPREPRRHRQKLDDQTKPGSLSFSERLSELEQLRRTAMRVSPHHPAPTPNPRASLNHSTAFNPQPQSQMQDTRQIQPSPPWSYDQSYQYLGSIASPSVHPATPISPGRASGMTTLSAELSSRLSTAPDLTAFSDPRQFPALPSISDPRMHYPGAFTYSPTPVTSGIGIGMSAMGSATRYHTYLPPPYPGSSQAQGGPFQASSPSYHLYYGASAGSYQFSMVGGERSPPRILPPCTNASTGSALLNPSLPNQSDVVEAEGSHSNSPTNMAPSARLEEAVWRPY
# Target sequence (Q13951 whole entry, looked up): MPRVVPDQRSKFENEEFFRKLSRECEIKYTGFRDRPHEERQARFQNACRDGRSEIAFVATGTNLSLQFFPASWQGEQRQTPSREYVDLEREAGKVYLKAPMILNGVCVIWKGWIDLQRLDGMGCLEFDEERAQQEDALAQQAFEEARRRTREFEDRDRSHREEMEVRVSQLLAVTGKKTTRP
#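 Interaction loss through any mechanism counts as activity. Pre-formed complex of His-CBF-beta and biotin-RUNX1 (30 nM apiece) is incubated with compound 15 min, then with 50 ng nickel and 50 ng streptavidin beads for 90 min before AlphaScreen detection.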
# Epigenetic reg = derepresses silenced GFP reporter in murine cells; murine LDR cells, GFP reporter derepression, 30 h; Potency, µM (top dose mostly 53.9 µM), without a hit: at the highest dose GFP activation, actives largely listed as activators; 280,000 tested, 0.2% active; AID 1865; also: potency is read from the fitted curve at half-maximal effect; % of control where 0% means no effect; nearly all actives have a fitted effect of over 60% in size
#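 In this reporter-derepression format, murine cells bearing a silenced integrated CMV-GFP locus incubate with test compound (30 h, 37 C), then are washed and imaged; fluorescent objects of 20–120 um count as induced cells.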
# An asterisk follows results filed as active; ? = inconclusive; . = not tested or not shown; & = joins results of further samples; [ ] = dose if it differs, or a comment. Unless noted, calls follow the shape of the dose curve; as a rule, active = well fitted curve in the direction sought with a large enough effect; inconclusive = small, poorly fitted or top-dose-only effect, or another doubt; inactive = no such curve, though single readings can be large; an effect the other way counts as inactive or inconclusive. Only part of the results is shown, so the mix of outcomes need not match the whole.
SMILES,Lamin A splicing,KinaseGlo FLuc,GLA spleen mod,NPSR antagonist,IMPase Li cell,CBFb RUNX1 block,Epigenetic reg
CCc1sc(C(=O)NCCc2ccc(S(N)(=O)=O)cc2)cc1Br,-21%[46 µM],4%,1%,1%,5%,4%,4.5%
COc1ccc(-c2ccnc3nc(-n4cccc4)nn23)cc1,?,10%,-4%,?,?,9%,-3.9%
CCOC(=O)C1(O)Oc2cc(OC)cc(OC)c2C(=O)C1c1ccccc1 (configuration not stated),-12%,-3%,1%,.,-3%,.,-1.3%
COc1ccc(NS(=O)(=O)c2cc(NC(=O)c3cnccn3)ccc2N2CCCC2)cc1,?,3%,3%,-14%,4%,-6%,1.5%
N#C/C(C(=O)NCCc1ccccc1)=C1/N=C(NC(=O)c2cccs2)c2ccccc21,-21%,2%,3%,-53%,-12%,-3%,-1.0%
COC(=O)c1cc(CNC(=O)c2ccc(O)c(Cl)c2)ccc1OC,2%,2%,11%,12%,-6%,5%,1.0%
O=C(O)c1ccc(Oc2ccc(C(F)(F)F)cn2)cc1,8%[46 µM],5%,-9%,5%,-7%,5%,2.3%
O=C1c2ccccc2C(=O)C1c1ccncc1,-5%,-21%,-4%,-7%[46.1 µM],16%[38.3 µM],-1%,-1.0%
O=C(CN1CCN(c2ccc(F)cc2)CC1)Nc1ccc(F)c(F)c1,-7%,0%,-7%,-29%[46.1 µM],-2%,12%,0.0%
CCOC(=O)CN(C(=O)CNC(=O)c1cccs1)C(C(=O)NC1CCCCC1)c1cccs1 (configuration not stated),-13%,3%,2%,3%[46.1 µM],1%,0%,5.1%
O=C(OCC(F)(F)F)c1cccc(COc2ccc3ccccc3c2)c1,16%,-2%,7%,-8%[46.1 µM],37%[38.3 µM],15%,0.8%
Cc1ccnc(SCCn2c(N3CCCCC3)nc3c2c(=O)[nH]c(=O)n3C)n1,-2%,-1%,10%,2%[46.1 µM],-1%[38.3 µM],1%,-2.5%
Cc1ccc(NC(=O)CN2C(=O)CNC2=O)cc1,.,.,-3%,16%,.,5%,-1.7%
CC(=O)Nc1ccc(NC(=O)Nc2cc(C)cc(C)c2)cc1,.,.,0%,5%,.,6%,-1.1%
Cc1cc(N2CCOCC2)n2nc(-c3cccc(F)c3)cc2n1,-6%,0%,-7%,-47%,0%,-1%,-1.0%
COc1ccc(S(=O)(=O)N(CCCN2CCCC2=O)Cc2cc3c(C)cc(C)cc3[nH]c2=O)cc1,-3%,.,0%,-21%[46.1 µM],.,13%,-0.8%
Cc1sc2ncnc(SCC(=O)N3CCCC3=O)c2c1C,1%,-5%,5%,-5%[46.1 µM],-24%[38.3 µM],6%,2.5%
CC(=O)c1c(C)nc(-c2ccc(Cl)cc2)nc1N=CN(C)C,-8%,-2%,0%,-24%[46.1 µM],?,12%,0.0%
C(=Nc1ccc(Nc2ccccc2)cc1)c1ccc2ccccc2c1,?,-1%,-9%,-25%[46.1 µM],22%,-7%,0.0%
NC(=O)/C=C\C(=O)Nc1cccc(C(F)(F)F)c1,?,-3%,16%,3%[46.1 µM],4%[38.3 µM],2%,-1.4%
C=C(C)C(O)/C=C/c1ccc(C(F)(F)F)cc1 (configuration not stated),.,0%&0%,-5%&11%,.,16%&2%,-4%&0%,0.8%&-1.1%
CNc1ccccc1-n1ccc(-c2ccccc2)n1,13%,-2%,1%,16%[46.1 µM],6%[38.3 µM],30%,-0.8%
CCn1c(=O)cc(SCC(=O)Nc2ccc(OC)c(OC)c2)c2ccccc21,?,2%,3%,-15%[46.1 µM],16%[38.3 µM],-2%,2.1%
CC1CC(C)CN(CC(=O)N2CCc3[nH]c4ccccc4c3C2)C1 (configuration not stated),2%,3%,7%,-6%[46.1 µM],17%[38.3 µM],5%,-2.8%
Cc1cc(N2CCN(c3ccc([N+](=O)[O-])c4cccnc34)CC2)c2ccccc2n1,-12%,-3%,5%,?,8%,-4%,7.1µM*
COc1ccc(OC)c(S(=O)(=O)N(C)CC(=O)Nc2cc(Cl)ccc2OC)c1,?,0%,1%,-10%[46.1 µM],7%,10%,1.2%
COC(=O)c1c(C)nc(C)c(C(=O)OC)c1-c1ccsc1,7%[46 µM],.,-14%,3%,.,7%,0.0%
C=CCn1c(SCC(=O)c2cccs2)nc2sc(C)c(C)c2c1=O,?,7%,-5%,-20%[46.1 µM],17%,15%,-1.2%
CCOC(=O)C1(Cc2cccc(OC)c2)CCCN(Cc2nccn2CC)C1 (configuration not stated),?,5%,4%,22%,17%,-2%,0.2%
Cc1cccc(NC(=S)NC(=O)CCc2ccccc2)c1C,12%,2%,-1%,?,-4%[38.3 µM],-1%,-1.5%
CN(c1ccccc1)P(=O)(N(C)c1ccccc1)N(C)c1ccccc1,.,0%,-7%,-44%,29%,19%,2.3%
C=CCc1c(C)nn(CC(=O)O)c1-c1ccccc1,-4%,2%,0%,2%[46.1 µM],5%[38.3 µM],-1%,-3.9%
Cc1nn(-c2ccccc2)c(Cl)c1/C=N\NC(=O)c1cnccn1,-7%,2%,3%,7%,9%,1%,1.3%
CCOCCN(C(=O)c1ccccc1Cl)c1ccccc1,.,.,-3%,8%,.,5%,-1.2%
COCc1cc(=O)n2[nH]c(-c3ccccc3)cc2n1,-1%,-6%,2%,-8%[46.1 µM],-28%[38.3 µM],4%,-1.3%
COc1ccc(C2(O)CC3CCC(C2)N3c2cc(C)nc(-c3ccccc3)n2)cc1 (configuration not stated),?,.,?,?,.,-5%,-1.0%
CCOC(=O)c1ccc(N2C(=O)C(O)=C(C(C)=O)C2c2ccccn2)cc1 (configuration not stated),-7%,-3%,-9%,-1%[46.1 µM],14%[38.3 µM],9%,2.0%
Cc1ccc(-c2noc(C3CCCN(C(=O)c4ccc(F)cc4F)C3)n2)cc1 (configuration not stated),?,-3%,18%,10%[46.1 µM],15%,2%,0.0%
COCCn1c(C)nnc1SCC(=O)Nc1ccccc1[N+](=O)[O-],?,-1%,5%,-15%,7%,3%,-4.2%
COc1ccc(N2C(=O)CC(N3CCN(c4ccccc4F)CC3)C2=O)cc1 (configuration not stated),7%,1%,0%,-8%[46.1 µM],3%[38.3 µM],1%,0.0%

# Four entries from above, ordered by count of non-hydrogen atoms, ascending:
SMILES,Lamin A splicing,KinaseGlo FLuc,GLA spleen mod,NPSR antagonist,IMPase Li cell,CBFb RUNX1 block,Epigenetic reg
CNc1ccccc1-n1ccc(-c2ccccc2)n1,13%,-2%,1%,16%[46.1 µM],6%[38.3 µM],30%,-0.8%
CC1CC(C)CN(CC(=O)N2CCc3[nH]c4ccccc4c3C2)C1 (configuration not stated),2%,3%,7%,-6%[46.1 µM],17%[38.3 µM],5%,-2.8%
Cc1ccc(-c2noc(C3CCCN(C(=O)c4ccc(F)cc4F)C3)n2)cc1 (configuration not stated),?,-3%,18%,10%[46.1 µM],15%,2%,0.0%
COc1ccc(C2(O)CC3CCC(C2)N3c2cc(C)nc(-c3ccccc3)n2)cc1 (configuration not stated),?,.,?,?,.,-5%,-1.0%

# Continuation:
SMILES,Lamin A splicing,KinaseGlo FLuc,GLA spleen mod,NPSR antagonist,IMPase Li cell,CBFb RUNX1 block,Epigenetic reg
CCOC(=O)c1c(NC(=O)/C=C/C(=O)O)sc(C)c1-c1ccc(C)c(C)c1,.,.,4%,?,.,-5%,-1.0%
CC(=O)OCC(=O)[C@@]1(O)CCC2C3CCC4=CC(=O)CC[C@]4(C)C3C(O)C[C@]21C (some centres not stated),.,-3%,6%,.,21%,16%,-1.3%
Cc1nn(C(=O)c2ccco2)c(C)c1Sc1ccc(Cl)cc1,-6%,0%,0%,14%,-3%,-2%,0.0%
O=C(O)c1cc2n(n1)C(C(F)(F)F)CC(C1CC1)N2 (configuration not stated),.,.,3%,12%,.,3%,1.8%
COc1ccc(S(=O)(=O)Nc2ccc(S(=O)(=O)N3CCCCC3)cc2)cc1C,1%,1%,3%,-23%[46.1 µM],11%[38.3 µM],-8%,-1.2%
Cc1ccc(C(C)C)c(OCCN(C)C)c1,1%,-3%,7%,-1%[46.1 µM],60%[activator][38.3 µM],-15%,2.6%
Brc1cc2[nH]cnc2c2ccccc12,18%,-3%,9%,22%[46.1 µM],-26%[38.3 µM],5%,-1.9%
COC(=O)/C=C(\Oc1ccccc1)C1(O)CCCCC1,.,.,-8%,6%,.,4%,-1.0%
CCC(C)NC(=O)CSc1nc2scc(-c3ccccc3)c2c(=O)[nH]1 (configuration not stated),?,-1%,-2%,-11%,-13%,0%,-1.8%
COc1ccc(C(C)NC(=O)Cc2ccc(Br)cc2)cc1 (configuration not stated),-7%,8%,7%,3%,4%,6%,-1.1%
Cc1cccc2cc(COC(=O)c3cccnc3)c(=O)[nH]c12,-3%,.,-6%,-4%[46.1 µM],.,4%,-9.9%
O=C(OC(C(=O)NCc1cccs1)c1ccccc1Cl)c1ccco1 (configuration not stated),0%,0%,-5%,-25%[46.1 µM],-13%[38.3 µM],6%,0.8%
COc1cc([N+](=O)[O-])cc2sc(NC(=O)C(C)(C)C)nc12,-4%[46 µM],1%,-20%,-6%,6%,-3%,-0.2%
O=[N+]([O-])c1cc(F)c2cccnc2c1O,?,.,-5%,35%,.,-27%,?
COCCNC(=O)CSc1ncnc2sccc12,11%,0%,14%,-7%[46.1 µM],-17%[38.3 µM],10%,0.0%
S=C(NCCCN1CCOCC1)N1CCOCC1,.,.,2%,5%,.,8%,-0.1%
COC(=O)c1ccc(CNC(=O)CSC2=NCCS2)cc1,.,1%,3%,5%,5%,0%,-3.4%
O=C(CN1C(=O)COc2ccccc21)c1ccc(Cl)cc1,2%,-5%,7%,-9%[46.1 µM],-11%[38.3 µM],9%,-0.2%
COc1cccc(CN(CC2CCCO2)S(=O)(=O)c2ccc(-n3cnnn3)c(OC)c2)c1 (configuration not stated),.,1%,-3%,43%,11%,16%,2.9%
CCOc1ccc(C(CCc2ccccc2)NC(=O)c2ccccc2)cc1OCC (configuration not stated),2%,-3%,7%,?,30%[activator][38.3 µM],3%,1.9%
CC(C)(C)OC(=O)NCCc1nnc(SCc2cccc(Cl)c2)o1,.,.,14%,-19%,.,?,2.9%
CSc1nsc(SCC(=O)Nc2nc3ccccc3s2)n1,?,1%,0%,-10%,12%,-17%,-0.9%
CC(=O)Oc1ccc(CCC(C)OC(C)=O)cc1 (configuration not stated),-4%,-1%,1%,-2%[46.1 µM],11%[38.3 µM],5%,0.0%
